mIAP act: activators of mouse IAP, primary screen, biochemical, luminescence, uHTS; 330,000 tested, 0.24% active; intestinal alkaline phosphatase [Mus musculus]; activation factor at 10 µM; muIAP, CDP-Star luminescence, 30 min; active compounds read high; 1 = vehicle-only enzyme signal, 0 = enzyme-free wells;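 active means activation factor of at least 2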; further: the source names both 10 and 20 µM as test concentration; values of inactives mirror those of a sister screen read the other way
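also added = chemiluminescent substrate CDP-Star | test system = mouse IAP enzyme | signal = chemiluminescence readout | compound = DMSO-dissolved test compounds | incubation = 30 min at room temperature | benchmarks = DMSO wells, no-enzyme wells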
NALP3 yeast inh: NALP3 inflammasome inhibitors in reconstituted yeast, primary screen, luminescence, uHTS | AID 2825, 2010 | Yeast reconstituted NLRP3/ASC/caspase-1, beta-gal luminescence, 24 h | 330,000 tested, 0.39% active | inhibition, % at 10 µM;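 active means inhibition of 50% or more; inactive means inhibition below 50%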;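 further: plate controls were induced DMSO wells for no effect and uninduced yeast grown without galactose for full effect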
hIAP block: human IAP inhibitors, primary screen, biochemical, luminescence, uHTS; Intestinal-type alkaline phosphatase (Homo sapiens), P09923; purified IAP, CDP-Star luminescence, 30 min; inhibition, % at 10 µM; 330,000 tested, 0.12% active; AID 2544, 2010;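 active means inhibition reaching a set limit with compound at 10 µM in the primary screen, cut at about 35% in these data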;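 further: plate controls were DMSO wells with enzyme for no effect and no-enzyme buffer wells for full effect; values of inactives mirror those of a sister screen read the other way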
Target sequence (P09923 whole entry, looked up): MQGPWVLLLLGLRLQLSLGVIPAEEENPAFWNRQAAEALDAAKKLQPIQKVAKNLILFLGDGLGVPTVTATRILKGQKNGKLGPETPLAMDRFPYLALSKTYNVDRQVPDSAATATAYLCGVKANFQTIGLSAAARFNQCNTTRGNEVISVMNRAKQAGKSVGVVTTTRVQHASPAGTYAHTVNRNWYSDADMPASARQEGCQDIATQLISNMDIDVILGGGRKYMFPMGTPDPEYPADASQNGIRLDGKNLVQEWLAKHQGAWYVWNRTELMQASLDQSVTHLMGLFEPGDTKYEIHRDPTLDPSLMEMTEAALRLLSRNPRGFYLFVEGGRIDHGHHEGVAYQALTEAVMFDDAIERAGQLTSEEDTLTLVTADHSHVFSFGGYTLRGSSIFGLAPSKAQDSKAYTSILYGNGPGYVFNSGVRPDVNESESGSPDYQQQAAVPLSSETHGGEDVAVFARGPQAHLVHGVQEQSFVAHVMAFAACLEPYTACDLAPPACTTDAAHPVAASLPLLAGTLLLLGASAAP
TIM10 inh: growth inhibitors of isogenic TIM10 control yeast, primary screen, counter-screen for tim10-1 yeast inhibitor project, luminescence, uHTS | 330,000 tested, 1.4% active | inhibition, % at 10 µM | S. cerevisiae TIM10 strain growth, BacTiter-Glo luminescence, 24 h;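 active means inhibition of 40% or more at the single tested concentration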;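 further: wild-type TIM10 isogenic control strain grown at permissive 25 °C; 0% = DMSO yeast wells and 100% = minimal medium wells without yeast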
tim10-1 inh: growth inhibitors of tim10-1 mutant yeast, primary screen, luminescence, uHTS; inhibition, % at 20 µM; 330,000 tested, 2.2% active; AID 463190, 2010; S. cerevisiae tim10-1 ts strain growth, BacTiter-Glo, 24 h;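 active means inhibition of at least 40%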;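 further: mutant grown at 25 °C; 0% = DMSO wells with yeast and 100% = wells holding no yeast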
mIAP block: inhibitors of mouse IAP, primary screen, biochemical, luminescence, uHTS; AID 2806, 2010; purified mouse IAP, CDP-Star luminescence, 30 min; 330,000 tested, 0.2% active; inhibition, % at 10 µM;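 active means inhibition of at least 40% at 10 µM in the primary screen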;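 further: plate controls were DMSO with enzyme for no effect and no enzyme wells for full effect; values of inactives mirror those of a sister screen read the other way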
APOBEC3G inh: APOBEC3G DNA deaminase inhibitors, primary screen, biochemical, fluorescence, single-stranded DNA substrate, uHTS; 330,000 tested, 0.28% active; DNA dC->dU-editing enzyme APOBEC-3G (Homo sapiens), Q9HC16; inhibition, % at 20 µM; AID 493012, 2011; recombinant A3G, ssDNA deamination FAM/TAMRA fluorescence;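 active means inhibition of at least 40% at 20 µM, with no more than 30% in the related APOBEC3A deaminase screen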;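 further: plate controls were DMSO wells with A3G for no effect and wells lacking A3G enzyme for full effect; some compounds called inactive have numbers as strong as hits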
Target sequence (Q9HC16 whole entry, looked up): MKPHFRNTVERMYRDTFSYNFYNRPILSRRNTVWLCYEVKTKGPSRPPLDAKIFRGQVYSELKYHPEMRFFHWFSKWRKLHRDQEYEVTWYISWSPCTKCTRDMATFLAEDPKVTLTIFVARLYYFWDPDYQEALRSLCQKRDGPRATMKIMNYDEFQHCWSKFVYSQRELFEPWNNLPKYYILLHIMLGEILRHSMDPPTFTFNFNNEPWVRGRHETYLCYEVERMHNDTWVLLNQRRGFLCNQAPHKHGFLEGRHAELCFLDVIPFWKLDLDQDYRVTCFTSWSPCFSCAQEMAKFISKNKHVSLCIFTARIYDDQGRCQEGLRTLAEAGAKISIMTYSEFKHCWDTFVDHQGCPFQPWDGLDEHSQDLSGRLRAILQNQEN
beta cell repl: inducers of MIN6 beta-cell proliferation, primary screen, ATP luminescence, uHTS | MIN6 cells proliferation, ATPlite luminescence, 48 h; cells starved in 0.2% serum; 100% = growth in 10% serum | AID 2380, 2010 | 330,000 tested, 0.29% active | proliferation, % at 10 µM;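 active means compounds whose signal lies at least 3.5 SD above the mean of all wells on their plate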;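 further: 0% = DMSO-treated cells in low-serum medium and 100% = 10% serum control; some compounds called inactive have numbers as strong as hits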
A3A deaminase: APOBEC3A ssDNA deaminase inhibitors, primary screen, selectivity assay for APOBEC3G inhibitor project, biochemical, FAM/TAMRA oligo cleavage fluorescence; recombinant A3A, FAM/TAMRA ssDNA deamination fluorescence; inhibition, % at 20 µM; 330,000 tested, 0.41% active; AID 493011, 2011;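 active means at least 40% inhibition at 20 µM here, with at most 30% in a related deaminase screen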;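 further: plate controls were A3A with DMSO for no effect and wells lacking A3A enzyme for full effect; some results filed as inactive read as strong as hits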
Target sequence (P31941 whole entry, looked up): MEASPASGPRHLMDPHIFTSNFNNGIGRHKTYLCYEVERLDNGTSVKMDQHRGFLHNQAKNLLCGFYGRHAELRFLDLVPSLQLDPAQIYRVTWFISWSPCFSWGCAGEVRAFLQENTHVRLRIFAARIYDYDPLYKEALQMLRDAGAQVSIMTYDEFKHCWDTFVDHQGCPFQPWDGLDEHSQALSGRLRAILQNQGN
* hit, by the source's call. These rows are one share of the data (hit frequency here may not be typical).

SMILES | mIAP act | NALP3 yeast inh | hIAP block | TIM10 inh | tim10-1 inh | mIAP block | APOBEC3G inh | beta cell repl | A3A deaminase
C=CCN1C(=O)NC(=O)/C(=C/c2ccoc2)C1=O | 0.65 | 10 | 13 | 6 | -5 | 35 | 0 | -2 | 7
Cc1ccc(-n2c(O)c(/C=N/c3ncc(Br)cc3Br)c(=O)[nH]c2=O)cc1 | 1.1 | 11 | -10 | -12 | -2 | -6 | -3 | -4 | 1
COc1ccc(C(=O)OC2C[C@H]3CC[C@@H](C2)N3O)cc1OC (stereo partly drawn) | 1 | 9 | -2 | 4 | 4 | 0 | -8 | -2 | -3
c1ccc2c(c1)CSc1ccccc1C2C1=NCCN1 (stereo not drawn) | 0.98 | 4 | -1 | 1 | -1 | 2 | -3 | 0 | -4
O=C(O)CSC(=S)N1CC2CC(C1)c1cccc(=O)n1C2 (stereo not drawn) | 0.83 | 1 | -2 | 0 | 2 | 17 | -17 | 0 | -4
O=C(c1cc(-c2ccc(Cl)cc2)n(-c2ccc(Cl)cc2Cl)n1)N1CCOCC1 | 1.1 | 25 | 14 | 17 | 22 | -9 | -7 | -5 | -1
COc1cc2occc2c2oc(=O)ccc12 | 1 | 8 | 3 | -3 | -8 | -4 | 15 | -1 | 1
CN(C)CCCN=Cc1c(O)n(CCc2ccccc2)c(=O)[nH]c1=O | 0.95 | -9 | 0 | -6 | 7 | 5 | -3 | 3 | 0
N[C@@H](Cc1ccc(N(CCCl)CCCl)cc1)C(=O)O | 1.1 | 8 | -8 | 8 | -3 | -10 | -4 | -8 | -2
COc1cc2nc(CN3CC=C(c4ccccc4)CC3)[nH]c(=O)c2cc1OC | 1 | -8 | -36 | -2 | 15 | -4 | -5 | -2 | -5
CC1(C)CN2C(c3ccc(Cl)cc3)N2C1 (stereo not drawn) | 0.98 | 17 | 2 | -13 | 15 | 2 | -5 | 0 | -2
COc1cccc(C2CCN(CC(=O)Nc3cc(Cl)ccc3OC)CC2O)c1 (stereo not drawn) | 0.99 | 25 | 4 | 2 | 41* | 1 | 0 | -4 | -1
O=C(c1ccc2nc(-c3ccco3)c(-c3ccco3)nc2c1)N1CCC2(CC1)OCCO2 | 0.88 | 16 | 5 | 8 | 9 | 12 | 44 | -4 | 64
CC(=O)NN1C(=O)c2ccccc2NC1c1cccnc1 (stereo not drawn) | 0.97 | 25 | 2 | -4 | -17 | 2 | 54* | 3 | 5
N[C@@H]1CC[C@@]2(O)[C@H]3Cc4ccc(O)c5c4[C@@]2(CCN3CC2CC2)C1O5 (stereo partly drawn) | 1 | 4 | -2 | -5 | -9 | -2 | 4 | -2 | 1
C=C1[C@H]2CC[C@H]3[C@]4(C)C[C@H](O[C@@H]5OC(CO)[C@@H](OSOOO)[C@H](OS(=O)(=O)O)[C@H]5OC(=O)CC(C)C)C[C@@H](C(=O)O)[C@H]4CC[C@]3(C2)[C@H]1O (stereo partly drawn) | 1 | 1 | 17 | 2 | 7 | -1 | -6 | 0 | -4
CCc1nc2ccccc2c(=O)n1-c1cccc(OC)c1 | 1 | 11 | -4 | -6 | 16 | -2 | -5 | -1 | -1
NCC(O)c1ccc(O)cc1 (stereo not drawn) | 0.99 | 12 | 15 | 5 | 5 | 1 | -8 | -2 | -2
Cn1c(O)c(C(c2ccncc2)c2c(O)n(C)c(=S)n(C)c2=O)c(=O)n(C)c1=S | 1.1 | 5 | 9 | -17 | 42* | -8 | -6 | -1 | -4
Cc1c(N=Nc2c(O)[nH]c(=O)[nH]c2=O)c(=O)n(-c2ccccc2)n1C | 1 | 21 | -17 | 12 | 1 | 0 | -11 | -1 | -6
COC(=O)C(O)(c1ccc(NC(=O)Oc2ccccc2)cc1)C(F)(F)F (stereo not drawn) | 1 | -6 | 9 | 9 | -10 | -3 | -2 | 1 | -1
COP(=O)(OC)C(Nc1ccccc1)c1ccccc1 (stereo not drawn) | 1 | 20 | 2 | 2 | 16 | -1 | -2 | -4 | -2
Cc1ccc(-c2nc3ccccc3c(=O)n2-c2ccc(O)cc2)cc1 | 0.96 | 3 | -3 | -17 | 22 | 4 | -8 | 1 | 0
COc1cccc(NP(=O)(Oc2ccccc2Cl)Oc2ccccc2Cl)c1 | 0.96 | 9 | -26 | 21 | 15 | 4 | -7 | 0 | -6
COC(=O)C1=C(c2ccc(OC(F)(F)F)cc2)C[C@@H]2CC[C@H]1N2C(=O)NCc1ccc(F)cc1 | 0.99 | 8 | 5 | 9 | 19 | 1 | -5 | -4 | 2

11 compounds from above, sorted by number of heavy atoms, smallest number first.
SMILES | mIAP act | NALP3 yeast inh | hIAP block | TIM10 inh | tim10-1 inh | mIAP block | APOBEC3G inh | beta cell repl | A3A deaminase
NCC(O)c1ccc(O)cc1 (stereo not drawn) | 0.99 | 12 | 15 | 5 | 5 | 1 | -8 | -2 | -2
COc1cc2occc2c2oc(=O)ccc12 | 1 | 8 | 3 | -3 | -8 | -4 | 15 | -1 | 1
C=CCN1C(=O)NC(=O)/C(=C/c2ccoc2)C1=O | 0.65 | 10 | 13 | 6 | -5 | 35 | 0 | -2 | 7
c1ccc2c(c1)CSc1ccccc1C2C1=NCCN1 (stereo not drawn) | 0.98 | 4 | -1 | 1 | -1 | 2 | -3 | 0 | -4
CC(=O)NN1C(=O)c2ccccc2NC1c1cccnc1 (stereo not drawn) | 0.97 | 25 | 2 | -4 | -17 | 2 | 54* | 3 | 5
CN(C)CCCN=Cc1c(O)n(CCc2ccccc2)c(=O)[nH]c1=O | 0.95 | -9 | 0 | -6 | 7 | 5 | -3 | 3 | 0
COC(=O)C(O)(c1ccc(NC(=O)Oc2ccccc2)cc1)C(F)(F)F (stereo not drawn) | 1 | -6 | 9 | 9 | -10 | -3 | -2 | 1 | -1
COc1cccc(NP(=O)(Oc2ccccc2Cl)Oc2ccccc2Cl)c1 | 0.96 | 9 | -26 | 21 | 15 | 4 | -7 | 0 | -6
COc1cccc(C2CCN(CC(=O)Nc3cc(Cl)ccc3OC)CC2O)c1 (stereo not drawn) | 0.99 | 25 | 4 | 2 | 41* | 1 | 0 | -4 | -1
O=C(c1ccc2nc(-c3ccco3)c(-c3ccco3)nc2c1)N1CCC2(CC1)OCCO2 | 0.88 | 16 | 5 | 8 | 9 | 12 | 44 | -4 | 64
COC(=O)C1=C(c2ccc(OC(F)(F)F)cc2)C[C@@H]2CC[C@H]1N2C(=O)NCc1ccc(F)cc1 | 0.99 | 8 | 5 | 9 | 19 | 1 | -5 | -4 | 2

A run of entries from further up:
SMILES | mIAP act | NALP3 yeast inh | hIAP block | TIM10 inh | tim10-1 inh | mIAP block | APOBEC3G inh | beta cell repl | A3A deaminase
C=CCN1C(=O)NC(=O)/C(=C/c2ccoc2)C1=O | 0.65 | 10 | 13 | 6 | -5 | 35 | 0 | -2 | 7
Cc1ccc(-n2c(O)c(/C=N/c3ncc(Br)cc3Br)c(=O)[nH]c2=O)cc1 | 1.1 | 11 | -10 | -12 | -2 | -6 | -3 | -4 | 1

Continued.
SMILES | mIAP act | NALP3 yeast inh | hIAP block | TIM10 inh | tim10-1 inh | mIAP block | APOBEC3G inh | beta cell repl | A3A deaminase
O=C(CCc1nnc2ccc(NCc3ccccc3)nn12)N1CCC2(CC1)OCCO2 | 1 | 11 | -21 | 11 | 0 | -3 | -2 | -3 | -4
CCOC(=O)CSc1ccc(C(=O)N2CCC3(CC2)OCCO3)cc1[N+](=O)[O-] | 0.95 | 13 | -5 | 0 | 12 | 5 | -5 | -2 | -1
C[C@]12CCC(=O)C=C1CCC1C2CC[C@@]2(C)C1CC[C@@]2(O)CC#N (stereo partly drawn) | 0.98 | -19 | -24 | 1 | -1 | 2 | -1 | -3 | -7
Cc1cccc(-n2c(/C=C/c3ccccn3)nc3ccccc3c2=O)c1 | 1.1 | 20 | 12 | 8 | 2 | -6 | -8 | 1 | -7
CN1CCCN(C(=O)COc2ccc(Br)cc2)CC1 | 0.95 | 15 | -8 | -3 | -6 | 5 | -6 | -3 | -2
COc1cc(C(=O)NC(=S)N2C[C@H]3C[C@H](C2)c2cccc(=O)n2C3)cc(OC)c1OC | 0.94 | 5 | 6 | -8 | -10 | 6 | -7 | -3 | -3
COC1=C[C@@H]2C3=C([C@@H]2C1=O)[C@@H](NC(C)=O)CCc1cc(OC)c(OC)c(OC)c13 | 1 | 24 | -11 | 6 | -4 | -4 | -8 | -1 | -2
COC(=O)C1=C(c2ccc(C(C)=O)cc2)C[C@@H]2CC[C@H]1N2C(=O)NC(C)C | 0.98 | 11 | 2 | -1 | 1 | 2 | -4 | 6 | 2
CC(=O)NC1CC2CCCC(C1)N2 (stereo not drawn) | 1 | 4 | 1 | 7 | -1 | -1 | 1 | -1 | 1
CCCCOP(=O)(OCCCC)/C(C#N)=C(/C)O | 0.96 | -2 | -13 | -11 | 11 | 4 | -3 | 0 | -14
Cc1ccc(C)c(NC(=S)NCCc2cnc[nH]2)c1 | 0.95 | 15 | -7 | 6 | -6 | 4 | 4 | -2 | 2
CC1(C)CN(S(=O)(=O)OCC(Cl)(Cl)Cl)C(=O)N1 | 1 | 11 | 5 | -2 | -5 | -5 | 7 | -1 | -2
CCCC[N+]12CCC(CC1)C(C(=O)c1cccs1)C2 (stereo not drawn) | 0.94 | -5 | -22 | 0 | 1 | 6 | 22 | -3 | 67*
O=C1NC(=O)C(CCc2ccccn2)(Cc2ccc3c(c2)OCO3)C(=O)N1CCc1ccccc1 (stereo not drawn) | 0.97 | 12 | 5 | 24 | 25 | 3 | -4 | -2 | -1
Cc1ccccc1[N+](=O)[O-] | 0.93 | -4 | 13 | -1 | 5 | 7 | -8 | 1 | -5
C[C@H](NC(=O)CCC(=O)N1C[C@H]2C[C@H](C1)c1cccc(=O)n1C2)c1ccccc1 | 0.97 | -10 | 6 | 2 | -1 | 2 | -2 | -2 | -2
CN1CC(C(=O)c2ccc([N+](=O)[O-])cc2)C(c2ccc(Cl)cc2)C1 (stereo not drawn) | 0.96 | 31 | 4 | 8 | 12 | 4 | -9 | -6 | -2
Cc1ccc(C)c(Cn2c(C(=O)O)c(C=O)c3ccccc32)c1 | 0.95 | 1 | 9 | 0 | -6 | 5 | -2 | -4 | 1
CCN(CC)C(=O)c1ccc(NC(=O)c2cc(-n3cnnc3)ccc2Cl)cc1 | 1.1 | -4 | 8 | 7 | 20 | -6 | 0 | -1 | 3
CCC1(c2ccccc2)C(=O)NC(=O)NC1=O | 1.1 | 6 | -10 | 1 | -1 | -10 | -2 | -3 | 3
Nc1cc(N2CCNCC2)c([N+](=O)[O-])cc1Cl | 0.98 | 16 | 5 | 3 | 6 | 2 | -7 | 0 | -1
Cc1ccc2cc(C=C(C#N)C#N)c(Cl)nc2c1 | 0.86 | 14 | -1 | 46* | 48* | 14 | -10 | 0 | -5
CC(=NCCN1CCOCC1)c1c(O)n(-c2ccccc2C)c(=O)[nH]c1=O | 1.1 | 18 | 8 | 5 | 13 | -8 | 0 | 12* | 7
